Screening results from PubChem.
CHOP UPR activ = activators of apoptotic CHOP UPR arm, primary screen, cell-based, CHO-CHOP luciferase reporter, luminescence, uHTS; 330,000 compounds, 0.34% hits; activation, % at 10 µM; UPR activation; percent of tunicamycin response over DMSO baseline;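 active means at 10 µM dose, activation of 40% or more, normalized to positive control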;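 further: 100% = tunicamycin at 10 µg/mL and 0% = DMSO alone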
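assay system = CHO CHOP reporter cells | amount = 500 CHO-CHOP cells per well | buffer or medium = F12 with 10% FBS | incubation = 16-18 h cell attachment, then 6 h compound exposure, 37 °C | detection = luminescence read with Steady-Glo | read-out = percent activation relative to tunicamycin control | controls = tunicamycin high control, DMSO low control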
CCR6 antag = CCR6 receptor antagonists, primary screen, cell-based, CHO-K1, luminescence, beta-arrestin, uHTS | AID 493098, 2011 | 340,000 compounds, 0.49% hits | CHO-K1 CCR6 PathHunter beta-arrestin, CCL20-stimulated | inhibition, % at 20 µM;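 active means compounds whose inhibition of the agonist-driven luminescence signal at 20 µM reaches about 50%, limit read from the data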;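 further: cells stimulated with CCL20 at 14 nM final; plate controls were DMSO with CCL20 for no effect and DMSO without agonist for full effect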
Target sequence (P51684 whole entry, looked up): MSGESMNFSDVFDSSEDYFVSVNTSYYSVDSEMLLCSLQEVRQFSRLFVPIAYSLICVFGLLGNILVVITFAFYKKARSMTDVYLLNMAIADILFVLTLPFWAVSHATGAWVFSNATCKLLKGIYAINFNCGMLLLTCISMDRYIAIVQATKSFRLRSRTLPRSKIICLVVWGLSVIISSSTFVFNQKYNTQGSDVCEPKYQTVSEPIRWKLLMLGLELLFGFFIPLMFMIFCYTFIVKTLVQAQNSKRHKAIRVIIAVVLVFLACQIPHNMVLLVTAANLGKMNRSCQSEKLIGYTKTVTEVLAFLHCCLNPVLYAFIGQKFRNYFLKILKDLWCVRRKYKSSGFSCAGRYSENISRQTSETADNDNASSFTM
CXCR6 block = CXCR6 receptor inhibitors, primary screen, cell-based, beta-arrestin, luminescence, CHO-K1 PathHunter, 1536-well | inhibition, % at 20 µM | 360,000 compounds, 0.36% hits | C-X-C chemokine receptor type 6 (Homo sapiens), O00574; in the data active means inhibition above about 34%, passing the limit was not always enough;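 further: antagonist mode with CXCL16 agonist at 10 nM final; 0% = 10 nM CXCL16 with DMSO and 100% = unstimulated wells without agonist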
tim23-1 inh = growth inhibitors of tim23-1 mutant yeast, primary screen, luminescence, uHTS | 330,000 compounds, 1.3% hits | inhibition, % at 20 µM | S. cerevisiae tim23-1 growth, BacTiter-Glo luminescence, 24 h | AID 463212, 2010;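 active means growth inhibition of the mutant yeast at or above 50%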;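 further: temperature-sensitive mutant grown at 25 °C; plate controls were DMSO-treated mutant yeast for no effect and medium wells lacking yeast for full effect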
APJ agonist = agonists of human apelin receptor APJ, primary screen, CHO-K1 cells, PathHunter beta-arrestin, luminescence | 330,000 compounds, 0.11% hits | activation, % at 20 µM | 0% DMSO wells, 100% apelin | P35414;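 active means activation more than six SD over the plate average, tested at 20 µM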;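 further: 0% = DMSO alone and 100% = apelin-13 at 10 nM; some results filed as inactive read as strong as hits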
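Incubation: overnight seeding, 90 min compound at 25 °C, 1 h detection; test system: PathHunter CHO-K1 APJ (AGTRL-1) beta-arrestin reporter cells; amount: 1000 cells/well; doses: one dose, 20 µM compound, 1% DMSO; measured by: beta-gal luminescence; measure: agonist-driven arrestin binding to APJ; benchmarks: negative DMSO alone, positive Apelin-13 at 10 nM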
XBP1 UPR activ = activators of adaptive XBP1 UPR arm, primary screen, cell-based, CHO-XBP1 luciferase reporter, luminescence, uHTS; IRE1-XBP1 UPR activation; percent of tunicamycin response, DMSO as zero; activation, % at 20 µM; 330,000 compounds, 0.33% hits;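 active means versus positive control, 20 µM dose yields 30% or more activation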;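 further: 100% = tunicamycin at 10 µg/mL and 0% = DMSO only wells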
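Material: CHO cell line with stable XBP1 luciferase reporter; buffer or medium: F12 medium containing 10% fetal bovine serum; compound: single point, 20 µM final compound, 1% DMSO; incubation: 6 h treatment, 37 °C; measured by: glow luminescence from Steady-Glo reagent; evaluation: activation, % of tunicamycin; control set: tunicamycin high, DMSO low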
APJ antag = antagonists of human apelin receptor APJ, primary screen, CHO-K1 cells, beta-arrestin complementation, luminescence; P35414; inhibition, % at 20 µM; 330,000 compounds, 0.32% hits; AID 2521, 2010;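 active means inhibition above about 40% at 20 µM, limit read from the data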;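 further: cells challenged with 10 nM apelin-13 agonist together with compound; plate controls were apelin-13 plus DMSO wells for no effect and DMSO wells lacking apelin-13 for full effect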
Mdm2-MdmX inh = inhibitors of human Mdm2-MdmX association, primary screen, cell-based, luminescence, split luciferase, SaOS-2, uHTS. 330,000 compounds, 3% hits. inhibition, % at 8 µM. SaOS-2 split-luciferase Mdm2/MdmX complementation. AID 485346, 2010. Protein Mdm4 (Homo sapiens) + E3 ubiquitin-protein ligase Mdm2 (Homo sapiens), …;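 active means inhibition of at least 50% at 8 µM in the primary screen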
EBI2 antag = EBI2 receptor antagonists, beta-arrestin recruitment, primary screen, cell-based, luminescence, 7a,25-OHC stimulation, uHTS; G-protein coupled receptor 183 (Homo sapiens), P32249; 7a,25-OHC stimulated; inhibition, % at 5 µM; 360,000 compounds, 0.81% hits; in the data active means inhibition above about 38%;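 further: enzyme fragment complementation signal reports receptor beta-arrestin coupling in cells; 0% = agonist plus DMSO wells and 100% = wells without agonist; some results beyond the cut were filed as inactive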
Target sequence (P32249 whole entry, looked up, the tested form may be a part): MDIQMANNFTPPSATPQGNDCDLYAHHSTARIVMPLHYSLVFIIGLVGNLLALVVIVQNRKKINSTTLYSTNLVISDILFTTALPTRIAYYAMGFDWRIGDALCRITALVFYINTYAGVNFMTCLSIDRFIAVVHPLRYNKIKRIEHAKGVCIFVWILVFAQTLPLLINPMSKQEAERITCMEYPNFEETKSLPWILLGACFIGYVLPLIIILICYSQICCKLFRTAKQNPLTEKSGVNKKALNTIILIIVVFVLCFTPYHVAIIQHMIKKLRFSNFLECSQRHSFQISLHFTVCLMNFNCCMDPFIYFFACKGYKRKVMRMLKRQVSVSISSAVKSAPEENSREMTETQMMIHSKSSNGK
Starred values were filed as active, the others as inactive; nt = no result given. A portion of the library. The share of hits here may be higher or lower than overall.

Order of values: CHOP UPR activ	CCR6 antag	CXCR6 block	tim23-1 inh	APJ agonist	XBP1 UPR activ	APJ antag	Mdm2-MdmX inh	EBI2 antag
Cc1ccc(NC(=S)Nc2ccc(S(=O)(=O)Nc3ncccn3)cc2)c(C)c1
    1.5	8	0	-5	1	-3	2	-19	-15
Cc1ccc(S(=O)(=O)NC(=S)c2ccccc2)cc1
    -1.1	19	6	2	-4	1	-1	8	2
Cc1nc2ncnn2c(C)c1CCC(=O)NC(C)c1ccc2c(c1)OCCO2 (stereo not given)
    -1.3	-8	-4	6	3	0	11	-3	2
CC(=O)NC(CC(=O)Nc1cccc(S(=O)(=O)N2CCCCC2)c1)c1ccccc1 (stereo not given)
    -0.5	19	6	1	-5	2	0	-13	13
COc1ccc(C(=O)NCC(=O)N2CCN(c3ncccn3)CC2)cc1OC
    -2.5	4	-2	0	-2	0	-12	18	-1
CCc1c(C)sc(NC(=O)/C=C/c2ccc3c(c2)OCO3)c1C(=O)OC
    -1.5	11	12	2	-3	-3	7	3	11
O=C(O)CCCn1cc(NC(=O)COc2ccccc2)cn1
    -0.4	3	4	-7	4	2	9	2	-12
CCOc1ccccc1OCCC(=O)Nc1ccc2c(c1)OCO2
    -1.3	18	-5	5	-3	-4	2	11	2
Cc1cccc(NC(=O)C(C)C(=O)c2ccccc2)c1 (stereo not given)
    -0.6	13	4	21	-2	-6	11	39	-2
Cc1ccccc1OCCCC(=O)Nc1ccc(N2CCOCC2)cc1
    -2.4	12	-10	6	0	-5	-23	14	2
COc1ccc(S(=O)(=O)Nc2ccccc2C(F)(F)F)cc1
    -0.8	7	2	44	-5	-2	11	6	-10
CN(C)c1ccc(N/C(=N\S(=O)(=O)c2cccs2)c2ccccc2)cc1
    -0.7	8	10	22	-1	7	19	-31	4
COc1ccc(CCNC(=O)c2nnn(-c3cccc(C)c3)c2N)cc1OC
    -3.0	1	0	25	-3	-3	12	-25	-24
COc1ccc2c(c1)CCC/C2=N\OC(=O)c1ccccc1F
    4.2	12	-3	34	-6	-1	10	-25	0
COc1ccc(Oc2cc(C(F)(F)F)nc(N(C)C)n2)cc1
    0.6	5	-1	4	-3	2	0	5	2
O=C1OC2(c3ccccc31)c1cc(I)c(O)c(I)c1Oc1c2cc(I)c(O)c1I
    -3.6	nt	nt	40	-9	-4	46*	16	nt
CCCNS(=O)(=O)c1ccc(OCC(=O)N2CCN(c3ccccc3)CC2)cc1
    0.7	5	-10	17	-2	0	4	-6	0
CC(C)N(C)Cc1cn(C)nc1-c1ccc(Oc2ccccc2)cc1
    0.5	2	2	7	-5	-5	5	7	4
CCN(CC)c1ccc(S(=O)(=O)N(CC)CC)cc1NC(=O)c1cccnc1
    -0.2	8	-8	10	1	-1	0	-16	4
Cc1cc(C)c(C(=O)CSc2nc3ccccc3c(=O)[nH]2)cc1C
    0.8	2	0	-1	-2	0	32	36	-1
Cc1ccc(CNC(=O)C2CNc3cc(C)ccc3O2)cc1 (stereo not given)
    -0.8	2	-3	-1	-4	-1	-13	-3	11
CC(C)(C)CN1C(=O)C(=O)NC[C@@H]1CCCCN
    0.3	7	2	9	-3	0	-32	5	-12
COc1ccc(-c2csc(NC(=S)NC(=O)c3ccco3)n2)cc1
    0.8	40	15	18	-4	3	-5	24	4
Cn1cc(CCC(=O)NCCCc2ccccc2)c2ccccc21
    0.6	10	0	16	-1	-6	-8	-6	5
CNc1oc(Cc2ccccc2)nc1S(=O)(=O)c1ccccc1
    0.6	-4	3	11	3	-1	10	30	-7
COc1ccc(NC(=O)COc2ccc3oc(=O)cc(C)c3c2)cc1
    -1.7	1	10	-2	1	0	-13	10	-4
Cc1cc(NCc2ccc3c(c2)OCO3)n2nc(C)nc2n1
    0.9	-6	3	18	-2	-3	-32	4	-5
Cc1ccc(NC(=O)N2CCC(NC(=O)c3cccc(C)c3)CC2)cc1
    2.6	6	-5	3	0	-1	7	4	13
COc1ccc(S(=O)(=O)N[C@H](C(=O)N2CC[C@@]3(O)CCCC[C@H]3C2)c2ccccc2)cc1
    -1.0	-4	0	16	-2	-1	11	35	-8
CCOc1ccc(N2C(=O)CC(NCCNc3ccc([N+](=O)[O-])cn3)C2=O)cc1 (stereo not given)
    -0.4	7	7	12	-1	-2	-2	16	-4
CC(C)(C)[C@H]1CCC(=O)N([C@H](CSc2ccccc2)Cc2ccccc2)CC1
    0.1	33	18	21	-5	-1	-1	11	12
CC(C)(C)NC(=O)COC(=O)CNC(=O)c1cc(Cl)cc([N+](=O)[O-])c1
    1.2	-11	-14	17	-1	5	-5	-30	-1
CC1(C)CC(NC(=O)c2ccc3c(c2)OCO3)CC(C)(C)N1
    -2.4	-27	2	-11	-4	7	-5	-2	-6
CCOC(=O)C1=CN(Cc2cccc(F)c2)S(=O)(=O)N(CC)C1c1cccc(OC)c1 (stereo not given)
    2.2	27	14	46	nt	0	nt	5	28
Cc1ccc(NC2=CC(=O)C(=O)c3ccccc32)cc1
    45*	29	11	6	2	17	0	-7	5
Cc1ccccc1C(=O)Nc1ccc(N2CCN(C(=O)c3ccco3)CC2)cc1
    0.2	6	-6	7	1	-5	4	-5	8
O=C(NC1CCCCC1)n1c(=O)oc2ccc(Cl)cc21
    1.2	1	2	8	1	-3	-8	-8	-14
Cc1ccc(NC(=O)CS(=O)CC(=O)N(CC(=O)NC2CCCC2)c2cccc(C)c2C)cc1 (stereo not given)
    0.0	16	10	-5	-3	-2	12	-12	-3
CCc1ccc(N=C2N=C(N)c3ccccc32)cc1
    4.1	-1	2	26	-2	-2	21	55*	6
COc1cc2c(cc1NC(=O)CN(C)Cc1cccc(OC)c1OC)oc1ccccc12
    1.5	7	6	19	-3	1	-3	17	11
CCC(C)NC(=O)CSC1=Nc2ccccc2C2=NC(CC(=O)NCc3ccccc3)C(=O)N12 (stereo not given)
    6.1	10	2	14	-2	0	-11	-11	0
Cc1ccc(NC(=O)Nc2ccc3c(c2)nnn3C)cc1C
    3.1	2	6	-14	1	-2	-18	2	6
CCOC(=O)C1CCN(c2cc3c(cc2NC(=O)c2ccc(OC)c(OC)c2)n(C)c(=O)n3C)CC1
    7.1	14	10	14	-2	-1	5	65*	24
CCN(CC)c1ccc(Nc2nc(N3CCOCC3)c3ccccc3n2)cc1
    6.0	-1	1	19	6	2	-24	30	45*
COc1ccc(NC(=O)CN(C)C(=O)C(CCSC)NC(=O)c2ccccc2)cc1 (stereo not given)
    1.6	16	-4	-4	-3	0	9	-10	4
CCN(c1ccccc1)S(=O)(=O)c1ccc(Cl)c(NC(=O)c2ccc(=O)[nH]n2)c1
    0.3	16	0	-3	-3	-3	7	53*	1
CN(Cc1nccs1)C(=O)c1ccc(OC2CCN(CCc3ccccc3)CC2)cc1
    -1.1	0	1	-4	0	0	15	19	2
O=C(CN1CCOCC1)NN=C(c1ccccc1)c1ccccc1
    1.0	13	11	34	-1	4	-5	-8	-4
Cc1ccc(Cn2nc(C)c(NC(=O)C3(C)CC3(Br)Br)c2C)cc1 (stereo not given)
    3.2	-2	2	11	-3	1	0	43	1
NC(=S)NC1CC2CC1C1C=CCC21 (stereo not given)
    -2.1	4	-4	-2	0	0	-11	-24	3
CCCC(=O)C1=C(O)C(C(=O)OC)C(C)(C)CC1=NCCc1ccccc1 (stereo not given)
    -1.4	18	-4	29	-5	-3	0	16	10
COc1cccc(/C(O)=C2/C(=O)C(=O)N(c3ccccn3)C2c2ccc(OC)c(OC)c2)c1 (stereo not given)
    -3.4	-1	-2	-3	-2	0	7	10	-8
COc1ccc(C(CNC(=O)c2ccc(Cl)c(NC(=O)c3cccs3)c2)N2CCCC2)cc1 (stereo not given)
    1.4	5	3	1	-5	-1	22	9	-5
Cc1cc(NC(=O)CSc2[nH]c(=O)cc(C(F)(F)F)c2C#N)no1
    1.4	-1	-4	11	-2	-1	-11	14	-6

Taken from the results shown, ten compounds:
Order of values: CHOP UPR activ	CCR6 antag	CXCR6 block	tim23-1 inh	APJ agonist	XBP1 UPR activ	APJ antag	Mdm2-MdmX inh	EBI2 antag
CC(C)(C)[C@H]1CCC(=O)N([C@H](CSc2ccccc2)Cc2ccccc2)CC1
    0.1	33	18	21	-5	-1	-1	11	12
CC(C)(C)NC(=O)COC(=O)CNC(=O)c1cc(Cl)cc([N+](=O)[O-])c1
    1.2	-11	-14	17	-1	5	-5	-30	-1
CC1(C)CC(NC(=O)c2ccc3c(c2)OCO3)CC(C)(C)N1
    -2.4	-27	2	-11	-4	7	-5	-2	-6
CCOC(=O)C1=CN(Cc2cccc(F)c2)S(=O)(=O)N(CC)C1c1cccc(OC)c1 (stereo not given)
    2.2	27	14	46	nt	0	nt	5	28
Cc1ccc(NC2=CC(=O)C(=O)c3ccccc32)cc1
    45*	29	11	6	2	17	0	-7	5
Cc1ccccc1C(=O)Nc1ccc(N2CCN(C(=O)c3ccco3)CC2)cc1
    0.2	6	-6	7	1	-5	4	-5	8
O=C(NC1CCCCC1)n1c(=O)oc2ccc(Cl)cc21
    1.2	1	2	8	1	-3	-8	-8	-14
Cc1ccc(NC(=O)CS(=O)CC(=O)N(CC(=O)NC2CCCC2)c2cccc(C)c2C)cc1 (stereo not given)
    0.0	16	10	-5	-3	-2	12	-12	-3
CCc1ccc(N=C2N=C(N)c3ccccc32)cc1
    4.1	-1	2	26	-2	-2	21	55*	6
COc1cc2c(cc1NC(=O)CN(C)Cc1cccc(OC)c1OC)oc1ccccc12
    1.5	7	6	19	-3	1	-3	17	11
